High-throughput results (PubChem)
TRHR ag – qHTS for Small Molecule Agonists and Allosteric Enhancers of Human TRH Receptor: Primary Screen for Agonists. TRHR cells, calcium flux fluo-8, FDSS agonist mode. activation, % at 2 µM. 360,000 tested, 0.18% active. AID 493084, 2011; in the data active means activation above about 30%; further: 0% is about no effect
Target sequence (P34981 whole entry, looked up): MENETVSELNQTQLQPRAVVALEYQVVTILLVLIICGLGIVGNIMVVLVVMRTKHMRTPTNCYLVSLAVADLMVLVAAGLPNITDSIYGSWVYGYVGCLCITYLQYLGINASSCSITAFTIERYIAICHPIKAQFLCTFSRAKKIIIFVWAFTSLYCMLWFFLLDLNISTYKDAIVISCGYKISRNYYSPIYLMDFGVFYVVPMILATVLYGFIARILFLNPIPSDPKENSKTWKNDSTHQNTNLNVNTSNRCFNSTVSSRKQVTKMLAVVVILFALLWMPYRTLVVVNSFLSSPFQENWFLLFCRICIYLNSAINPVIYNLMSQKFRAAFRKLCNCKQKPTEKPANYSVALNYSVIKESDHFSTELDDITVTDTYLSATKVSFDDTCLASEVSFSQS
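TRHR-expressing cells, plated overnight in medium with 10% serum, were loaded with fluo-8 calcium dye at room temperature. After a 10 s baseline, library compound was pin-added and calcium release was recorded kinetically (ex 480/em 530) as agonist response.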
RXFP1 antagonist – qHTS Assay for Antagonists of the Relaxin Receptor RXFP1; activity change, negative = inhibition, % at 57.5 µM; Relaxin receptor 1 (Homo sapiens), Q9HBX9; 350,000 tested, 0.59% active; HEK293-RXFP1, relaxin-stimulated cAMP HTRF, 30 min; active compounds read low;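 active means activity change of -60% or lower, but not beyond a set lower limit; inconclusive means change between -60% and -40%, or beyond the set limit; inactive means change above -40%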; further: on the % scale 0 is the no-effect control and ±100 the full control effect
D1 antag – Antagonist of Human D 1 Dopamine Receptor: qHTS; D(1A) dopamine receptor (Homo sapiens), P21728; HEK293 TREx D1 cells, calcium flux, dopamine EC80; active compounds read low; activity change, negative = inhibition, % at 10 µM; 360,000 tested, 3.2% active; AID 504652, 2011; in the data active means activity change below about -30%; further: on the % scale 0 is the no-effect control and ±100 the full control effect
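Cells carrying a force-coupled, tetracycline-inducible human D1 receptor report calcium flux. Each well gets a 10 s baseline, compound with 180 s monitoring, then an EC80 dopamine stimulus with a second 180 s kinetic read.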
Anesthetic bind – qHTS Assay for Identification of Novel General Anesthetics; Ferritin light chain (Equus caballus), P02791; apoferritin/1-aminoanthracene competitive binding, fluorescence; Potency, µM (doses to about 77.5 µM), for inactives: top-dose activity change, negative = displacement, actives largely listed as inhibitors; 350,000 tested, 0.074% active; AID 485281, 2010; further: potency means the concentration at half of the fitted maximal effect; on the % scale 0 is the no-effect control and ±100 the full control effect; nearly all actives have a fitted effect of over 20% in size
Target sequence (P02791 2-175 limits assumed): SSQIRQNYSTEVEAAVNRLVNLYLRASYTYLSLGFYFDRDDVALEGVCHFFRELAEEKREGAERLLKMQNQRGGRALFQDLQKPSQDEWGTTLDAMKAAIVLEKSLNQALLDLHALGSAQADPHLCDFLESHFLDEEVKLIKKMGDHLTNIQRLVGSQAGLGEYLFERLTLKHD
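Steps: apoferritin (10 uM) was premixed with half-saturated 1-AMA in PBS, compounds were pin-transferred, plates stood 10 min at room temperature, fluorescence was read at 380/535 nm, and curves were fitted with a Hill equation.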
TRHR PAM – qHTS for Small Molecule Agonists and Allosteric Enhancers of Human TRH Receptor: Primary Screen for Enhancers. AID 493056, 2011. Thyrotropin-releasing hormone receptor (Homo sapiens), P34981. TRHR cells, fluo-8 calcium fluorescence, EC20 TRH enhancement. 360,000 tested, 0.66% active. enhancement, % at 2 µM; in the data active means enhancement above about 30%; further: 0% is about no effect
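Enhancer read-out: after compound pinning and an initial kinetic agonist-mode read, an EC20 of TRH (10 nM final) was injected and fluo-8 calcium signal (Ex 480/Em 530) followed at 1 s/cycle for 100 cycles in TRHR-expressing cells.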
D1 agonist – Allosteric Agonists of the Human D1 Dopamine Receptor: qHTS | D(1A) dopamine receptor (Homo sapiens), P21728 | HEK293 T-REx D1 cells, calcium flux, agonist mode | activation, % at 2 µM | 360,000 tested, 1% active; in the data active means activation above about 30%; further: 0% is about no effect
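Tetracycline-induced HEK293 TREx D1 cells, force-coupled to calcium signalling, were dye-loaded with a no-wash calcium kit. Compound was pin-added after a 10 s baseline. Fluorescence was read kinetically at 1 cycle/s for 180 s, with calcium rises flagged as agonism.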
D2 PAM – HTS Assay for Positive Allosteric Modulators of the Human D2 Dopamine Receptor: Primary Screen for Potentiators. D(2) dopamine receptor (Homo sapiens), P14416. HEK293 T-REx D2, calcium flux, EC20 dopamine potentiation. potentiation, % at 10 µM. 340,000 tested, 0.34% active. AID 485347, 2010;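 active means potentiation over 3 SD above the plate norm, cut at about 30% in these data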; further: 0% is about no effect
Target sequence (P14416 whole entry, looked up): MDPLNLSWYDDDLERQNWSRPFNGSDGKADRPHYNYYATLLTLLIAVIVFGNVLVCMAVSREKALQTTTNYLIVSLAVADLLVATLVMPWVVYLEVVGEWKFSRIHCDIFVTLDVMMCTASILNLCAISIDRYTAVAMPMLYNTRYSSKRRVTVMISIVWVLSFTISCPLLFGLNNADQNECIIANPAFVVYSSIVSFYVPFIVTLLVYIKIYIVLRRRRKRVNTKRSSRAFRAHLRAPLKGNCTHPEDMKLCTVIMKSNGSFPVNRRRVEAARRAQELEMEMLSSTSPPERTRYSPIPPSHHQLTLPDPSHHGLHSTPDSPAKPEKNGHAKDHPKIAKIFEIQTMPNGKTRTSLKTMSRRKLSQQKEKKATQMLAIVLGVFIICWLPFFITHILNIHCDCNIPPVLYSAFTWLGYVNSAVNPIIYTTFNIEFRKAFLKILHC
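Potentiation of an EC20 dopamine calcium response is measured in a force-coupled, tetracycline-inducible Hek293 Trex D2 line. Compound-only kinetic reads over 180 s flag agonists before dopamine addition.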
D1 PAM – Potentiators of Human D1 Dopamine Receptor: qHTS | HEK293 TREx D1 cells, calcium flux, dopamine EC20 potentiation | potentiation, % at 10 µM | 360,000 tested, 0.036% active | AID 504651, 2011; in the data active means potentiation above about 30%; further: 0% is about no effect
RXFP1 ag – qHTS Assay for Agonists of the Relaxin Receptor RXFP1; AID 2676, 2010; 370,000 tested, 0.3% active; Relaxin receptor 1 (Homo sapiens), Q9HBX9; Potency, µM (doses to about 57.5 µM), for inactives: at the highest dose activation, usual class: activators; HEK293T-RXFP1 cAMP TR-FRET, 30 min; response scale: percent of porcine relaxin response, buffer zero; further: potency means the concentration at half of the fitted maximal effect; on the % scale 0 is the no-effect control and ±100 the full control effect; nearly all actives have a fitted effect of over 60% in size; many of its hits are not listed in these tables
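Agonist response is measured as cAMP accumulation in an RXFP1-transfected HEK293T line under PDE4 inhibition. Values are scaled between buffer-only and 29 nM porcine relaxin, and EC50s come from standard Hill equation fits.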
Active calls of the source: *; ? = inconclusive; · = not tested or not shown. Unless noted, the call rests on the fitted dose curve; in most records, active means well fitted curve in the direction sought with a large enough effect; inconclusive means small, poorly fitted or top-dose-only effect, or another doubt; inactive means no such curve, though single readings can be large; an effect the other way counts as inactive or inconclusive.

entry	D1 antag	D1 PAM	TRHR PAM	RXFP1 antagonist	D1 agonist	D2 PAM	Anesthetic bind	RXFP1 ag	TRHR ag	mol
1	7	1	-2	20	1	5	-2%	20%	-0.8	CCc1nnc(SCc2nc(-c3ccc(OC)cc3)oc2C)c2cc3sccc3n12
2	-10	4	3	-11	1	-3	-6%	5.5%	-0.3	O=C(NCc1ccc(F)cc1)C1CCN(S(=O)(=O)c2ccc3c(c2)OCCCO3)CC1
3	-8	-1	0	·	-1	-4	-12%	0.1%	0.5	CCO[C@@H]1OC(C(=O)Nc2ccccc2)=C[C@H](c2ccc3c(c2)OCO3)[C@H]1CCCO
4	-7	0	9	-3	4	9	-2%	0.2%	0.2	CCOc1ccc(-n2c(C)c(C(C)=O)c(C(C)=O)c2C)cc1
5	25	11	9	-2	-1	-1	-11%	-0.3%	2.1	CCCCCOC(=O)Cn1c(N2CCCCCC2)nc2c1c(=O)[nH]c(=O)n2C
6	2	-5	2	-6	1	15	-7%	1.9%	-1.5	CC(=O)Nc1ccccc1C(=O)N1CCc2ccccc21
7	4	-5	7	-9	15	-1	·	-0.2%	0.8	COc1cccc(NC(=O)CN(C)CC(=O)c2c(C)[nH]c3ccccc23)c1
8	10	-1	-1	0	3	-4	-2%	-0.4%	-0.3	CC(=O)COc1ccc(-c2csnn2)cc1
9	4	-2	5	1	2	3	-12%	0.4%	0.6	O=C(NNc1cccc([N+](=O)[O-])c1)/C(=C\c1cccnc1)NC(=O)c1ccccc1
10	-6	1	3	-8	-1	14	-12%	-0.7%	-0.6	CCN1CCN(CC(=O)N2CCCC(C(=O)c3ccc(Oc4ccccc4)cc3)C2)CC1 (stereo not drawn)

(continued)
entry	D1 antag	D1 PAM	TRHR PAM	RXFP1 antagonist	D1 agonist	D2 PAM	Anesthetic bind	RXFP1 ag	TRHR ag	mol
11	-1	-7	-7	9	-4	-7	-4%	12%	0.1	COc1ccc(OC)c(-c2nnc(SCC(=O)N3CCCC3)o2)c1
12	13	-3	-2	10	1	-12	-2%	1.5%	-1.4	Cc1c(Cl)cccc1NC(=O)[C@@H](NC(=O)c1ccccc1Cl)C(C)C
13	8	-1	5	0	3	6	-8%	0.4%	0.0	Cc1cccc(C(=O)OCC(=O)Nc2sc3c(c2C#N)CCC3)c1
14	-4	4	1	-3	5	11	-5%	-0.7%	0.2	O=C(Nc1cccc(F)c1)Nc1ccnn1C1CCN(C(=O)c2cscn2)CC1
15	2	9	-7	4	1	-14	-13%	0.2%	0.2	CCCC(=O)NC(=S)Nc1ccccc1OC
16	·	-3	4	-14	-3	19	-15%	0.5%	0.0	CCOc1ccc(N2CC(NC(=O)c3ccc(S(=O)(=O)N4CCOCC4)cc3)CC2=O)cc1 (stereo not drawn)
17	3	4	2	-6	2	-10	-4%	0.2%	-0.8	COc1ccc(OC)c(NC(=O)Cc2c(C(=O)O)n(C)c3ccc(C)cc23)c1
18	-6	0	19	-1	3	15	-6%	0.0%	0.3	N#Cc1c(NC(=O)c2cnn3cccnc23)sc2c1CCCC2
19	-10	-5	2	-17	15	2	-5%	-2.5%	2.9	COc1ccc(-n2c(C)cc(/C=C3\SC(=S)NC3=O)c2C)cc1
20	0	-5	-2	·	2	-11	-5%	-0.9%	-0.6	CC(C)C[C@@H](COc1ccccc1)N1CCN(C)CCC1=O

Following part.
entry	D1 antag	D1 PAM	TRHR PAM	RXFP1 antagonist	D1 agonist	D2 PAM	Anesthetic bind	RXFP1 ag	TRHR ag	mol
21	0	2	0	-13	5	15	-5%	3.3%	-0.9	O=C(CSc1nc(-c2ccccc2)nc2c1Cc1ccccc1O2)N1CCCCC1
22	-24	-5	-1	1	2	-4	-8%	-0.3%	-0.5	CCc1ccc(NC(=O)CN2CCCN(S(=O)(=O)c3ccc(F)cc3)CC2)cc1
23	5	0	10	-9	3	2	1%	1.2%	0.7	O=C(O)c1ccccc1SSc1ccccc1C(=O)O
24	-18	3	0	-8	6	3	2%	6.5%	-0.4	Cc1cc(-c2ccccc2)n2nc(-c3cccc(Br)c3)cc2n1
25	2	0	1	8	1	3	-8%	-0.7%	0.7	CCN(CC)C(=O)c1ccccc1NC(=O)CN1C(=O)c2ccccc2C1=O
26	-4	2	-9	20	5	-26	-14%	0.4%	0.5	O=C(c1cccs1)N1CCN(Cc2cn[nH]c2-c2ccc(F)cc2F)CC1
27	9	3	-12	9	-1	1	-12%	4.6%	-0.5	CCCn1c2ccccc2c2cnn(CC(=O)N3CCC(C(=O)OCC)CC3)c(=O)c21
28	5	-3	-2	-6	1	0	-3%	-1.5%	-0.4	C=CCNC(=O)C1CCN(c2cc(C)nc(-c3ccccc3)n2)CC1
29	-13	-6	-2	-3	0	3	6%	-0.2%	0.0	CCC(=O)N(CC(=O)Nc1sc(C)c(C)c1C(N)=O)C1CCCCC1
30	-9	-1	4	4	4	1	-4%	1.0%	-0.1	COC(=O)CNC(=O)Cn1c(=O)n(Cc2ccc(F)cc2)c(=O)c2sccc21

Remaining list, next part.
entry	D1 antag	D1 PAM	TRHR PAM	RXFP1 antagonist	D1 agonist	D2 PAM	Anesthetic bind	RXFP1 ag	TRHR ag	mol
31	-2	2	3	-7	3	22	?	0.3%	0.5	Cc1ccc(NC(=O)COC(=O)COc2cccc3c2OC(C)(C)C3)cc1C
32	-15	·	12	·	5	-1	4%	-1.2%	-0.9	COc1ccc(C)c(S(=O)(=O)Nc2ccc(OCC(=O)O)cc2)c1
33	-10	-4	-1	20	-1	-1	-5%	1.0%	0.1	CCCn1c(N2CCN(C(=O)NCc3ccccc3)CC2)nc2ccccc21
34	-20	-2	6	·	8	0	-8%	0.5%	0.4	O=C(NCc1cccc(F)c1)c1ccc2nc(CCc3ccccc3)oc2c1
35	-5	-5	10	·	6	9	?	-0.2%	0.5	CC(C)(C)C1CCc2onc(C(=O)Nc3cccc(O)c3)c2C1 (stereo not drawn)
36	-3	-6	-1	-8	9	0	·	1.4%	0.5	O=C(Nc1ncccc1O)c1cccc(S(=O)(=O)N2CCCC2)c1
37	-6	-5	0	-18	1	-3	?	-4.2%	-0.7	Cc1[nH]c2ccccc2c1/C=N/Nc1ccccc1[N+](=O)[O-]
38	-24	-3	-4	-1	1	1	-2%	-7.7%	0.0	N=C1/C(=C/c2ccc(OCc3ccccc3)cc2)C(=O)N=C2SC(CC(=O)N3CCOCC3)=NN12
39	-2	-2	0	-1	0	-8	2%	-0.8%	1.0	CCCc1nn2c(=O)cc(CSCC(=O)Nc3ccccc3OC)nc2s1
40	11	0	4	-5	2	24	-7%	1.7%	-0.1	O=C(O)CCN1Cc2ccccc2C1=O

Going on with the list.
entry	D1 antag	D1 PAM	TRHR PAM	RXFP1 antagonist	D1 agonist	D2 PAM	Anesthetic bind	RXFP1 ag	TRHR ag	mol
41	-3	-9	7	6	1	10	-12%	-1.0%	0.2	O=C(NCc1ccccc1)C(=O)c1cn(CC(=O)N2CCOCC2)c2ccccc12
42	2	-6	2	1	3	11	-4%	3.4%	0.3	CN(C(=O)COC(=O)c1cnc(Cl)c(Cl)c1)C1CCS(=O)(=O)C1 (stereo not drawn)
43	16	6	-10	-19	1	-1	-2%	2.5%	-0.1	O=C(NC1CCCC1)C(c1ccncc1)N(C(=O)Cc1cccs1)c1ccccc1 (stereo not drawn)
44	-1	-4	-2	7	0	0	·	-0.1%	-1.3	O=C(COC(=O)c1ccc([N+](=O)[O-])cc1Cl)NCc1ccco1
45	45	14	0	-8	9	-17	-9%	0.9%	0.2	O=C1NC(=O)C2(CCCc3ccccc32)N1 (stereo not drawn)
46	15	3	1	2	1	·	·	0.3%	-0.1	O=C(OCc1nc(-c2ccccc2Cl)no1)c1ccco1
47	13	-1	-2	-9	1	-4	-5%	-0.8%	0.5	CN(C(=O)Cc1c[nH]c2ccccc12)C(C(=O)Nc1ccc2c(c1)OCO2)c1ccccc1 (stereo not drawn)

Compounds from the list above containing a thiophene ring, fused or not (7):
entry	D1 antag	D1 PAM	TRHR PAM	RXFP1 antagonist	D1 agonist	D2 PAM	Anesthetic bind	RXFP1 ag	TRHR ag	mol
1	7	1	-2	20	1	5	-2%	20%	-0.8	CCc1nnc(SCc2nc(-c3ccc(OC)cc3)oc2C)c2cc3sccc3n12
13	8	-1	5	0	3	6	-8%	0.4%	0.0	Cc1cccc(C(=O)OCC(=O)Nc2sc3c(c2C#N)CCC3)c1
18	-6	0	19	-1	3	15	-6%	0.0%	0.3	N#Cc1c(NC(=O)c2cnn3cccnc23)sc2c1CCCC2
26	-4	2	-9	20	5	-26	-14%	0.4%	0.5	O=C(c1cccs1)N1CCN(Cc2cn[nH]c2-c2ccc(F)cc2F)CC1
29	-13	-6	-2	-3	0	3	6%	-0.2%	0.0	CCC(=O)N(CC(=O)Nc1sc(C)c(C)c1C(N)=O)C1CCCCC1
30	-9	-1	4	4	4	1	-4%	1.0%	-0.1	COC(=O)CNC(=O)Cn1c(=O)n(Cc2ccc(F)cc2)c(=O)c2sccc21
43	16	6	-10	-19	1	-1	-2%	2.5%	-0.1	O=C(NC1CCCC1)C(c1ccncc1)N(C(=O)Cc1cccs1)c1ccccc1 (stereo not drawn)

This is a subset, so the mix of outcomes need not match the whole.
